Screening results deposited in PubChem by several laboratories.
OX1R antag-1 = human HCRTR1 antagonism; 0.43% of 330,000 active; CHO/OX1R cells, Fluo-8 calcium fluorescence, orexin A; AID 434989; O43613; inhibition, % at 5 µM;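 active = inhibition above its plate's threshold, mean inhibition of all tested compounds on the plate plus 3 SD, cut at about 37% in these data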;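 also: 0% = orexin A challenge wells and 100% = SB-334867-A antagonist wells; not every result past the cut was called active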
Target sequence (O43613 whole entry, looked up): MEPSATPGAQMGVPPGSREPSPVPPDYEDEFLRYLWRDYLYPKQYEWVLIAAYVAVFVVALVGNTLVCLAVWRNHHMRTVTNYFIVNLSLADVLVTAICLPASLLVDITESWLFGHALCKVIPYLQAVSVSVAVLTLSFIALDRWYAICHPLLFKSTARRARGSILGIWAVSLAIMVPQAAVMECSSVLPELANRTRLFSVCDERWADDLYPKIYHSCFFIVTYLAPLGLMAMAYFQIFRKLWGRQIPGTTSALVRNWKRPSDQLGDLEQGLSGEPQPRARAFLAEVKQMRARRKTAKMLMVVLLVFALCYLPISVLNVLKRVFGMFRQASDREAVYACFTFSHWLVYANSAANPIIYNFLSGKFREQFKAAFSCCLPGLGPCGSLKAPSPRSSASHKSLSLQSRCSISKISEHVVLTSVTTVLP
CHT PAM = allosterically activates the human high affinity choline transporter | 0.49% of 310,000 active | B-score at 10 µM | AID 488977 | CHT-expressing cells, membrane potential dye, choline EC20; stronger effect = higher value; LV-AA mutant CHT in HEK293 cells | Q9GZV3;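 active = initial fluorescence not abnormally high and integrated response B-score, plate-corrected, over 3 SD above library mean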
Target sequence (Q9GZV3 whole entry, looked up): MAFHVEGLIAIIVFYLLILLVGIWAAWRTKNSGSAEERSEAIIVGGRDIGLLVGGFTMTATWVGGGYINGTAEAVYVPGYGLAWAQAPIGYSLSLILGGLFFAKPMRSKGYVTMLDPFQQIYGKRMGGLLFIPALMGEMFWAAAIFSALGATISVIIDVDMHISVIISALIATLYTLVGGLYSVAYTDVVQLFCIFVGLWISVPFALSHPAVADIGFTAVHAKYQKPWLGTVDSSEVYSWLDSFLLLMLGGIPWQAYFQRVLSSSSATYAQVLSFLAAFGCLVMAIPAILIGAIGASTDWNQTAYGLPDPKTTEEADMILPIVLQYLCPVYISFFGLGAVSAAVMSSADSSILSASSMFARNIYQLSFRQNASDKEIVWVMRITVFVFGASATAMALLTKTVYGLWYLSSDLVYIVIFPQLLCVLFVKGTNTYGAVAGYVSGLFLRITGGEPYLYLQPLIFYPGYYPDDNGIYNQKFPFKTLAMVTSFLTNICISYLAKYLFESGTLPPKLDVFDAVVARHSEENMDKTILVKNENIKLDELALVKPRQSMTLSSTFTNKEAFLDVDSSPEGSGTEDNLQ
OX1R antag-2 = antagonists of human orexin 1 receptor (OX1R); OX1R-expressing cells, FRET antagonist read-out; 1.8% of 330,000 active; AID 485270; inhibition, % at 6.6 µM; in the data active = inhibition mostly above about 38%, no sharp cut-off; inactive = mostly below about 40%;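 also: 0% = agonist challenge alone and 100% = reference antagonist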
* hit, by the source's call; i = inactive; · = not tested or not shown.

Sequence of screens: OX1R antag-1	CHT PAM	OX1R antag-2
> COc1ccc(C(CC(=O)O)NC(=O)c2ccccc2[N+](=O)[O-])cc1 (centres undefined)
→ -13	i	20
> CCOc1ccc(-c2nnn(CC(=O)N3CCN(c4ccc(F)cc4)CC3)n2)cc1OCC
→ -9	i	17
> O=C(CC1CC2CCC1C2)N1CCN(S(=O)(=O)c2ccccc2C(F)(F)F)CC1 (centres undefined)
→ -20	·	-2
> C=CCn1c(COc2ccccc2)nnc1SCC(=O)N/N=C/c1cc(Cl)ccc1O
→ -42	i	9
> O=C1OCCC1Sc1nnc(-c2ccc3c(c2)OCO3)o1 (centres undefined)
→ 0	i	23
> CC(NC(=O)c1ccc(Br)s1)C1CCCO1 (centres undefined)
→ 9	i	3
> Cc1cc(=O)[nH]c2n[nH]c(-c3ccccc3)c12
→ -21	i	17
> COc1cc(C(=O)Nc2c(C)cc(C)cc2C)c(-n2cnnn2)cc1OC
→ -16	i	8
> CC(C)(C)N(Cc1cc2ccccc2[nH]c1=O)C(=O)c1ccco1
→ -43	i	9
> COC(=O)C1=C2SC(C)C(=O)N2C(N)=C(C#N)C1c1ccc(OC)c(OC)c1 (centres undefined)
→ -9	i	13
> CN(C)S(=O)(=O)N1CCC(Oc2cccc(C(=O)NC3CCCCC3)c2)CC1
→ -18	i	12
> O=C(NC(=S)NCc1cccnc1)c1cc(Br)ccc1Cl
→ -20	i	25
> Cc1ccc(C(=O)COC(=O)CNC(=O)CNC(=O)c2ccc(C)cc2)cc1
→ -18	i	4
> Cc1ccc(C2=NS(=O)(=O)N(C)C(C(=O)NCc3ccc4c(c3)OCO4)=C2)cc1
→ -10	i	8
> Oc1ccc(Cl)cc1-c1cc(-c2ccco2)[nH]n1
→ -4	i	31
> O=C1c2ccccc2C(=O)N1CC(=O)N1c2ccccc2CCc2ccccc21
→ -25	i	14
> Cc1ccc(OCCCCN2CCC(C)CC2)cc1
→ -20	i	5
> O=C(NCc1ccc(Cl)cc1)C(=O)NCC1OCCN1C(=O)c1cccs1 (centres undefined)
→ -6	i	3
> Cc1cc(=O)[nH]c(Nc2cccc(F)c2)n1
→ 5	i	8
> COc1ccccc1N1CCN(C(=O)CN2C(=O)C3CCCCC3C2=O)CC1 (centres undefined)
→ 7	i	26
> c1ccc2nc3c(nc2c1)CCCC3
→ -10	i	-3
> Cc1cc(SCC(=O)c2ccc(O)c(O)c2)n2nc(C)c(-c3ccccc3)c2n1
→ -7	i	8
> COc1ccccc1CN(C)C(=O)CSCC(=O)Nc1ccccc1F
→ -2	·	11
> O=S(Cc1ccc(Br)cc1)Cc1nnc(SCc2c(F)cccc2Cl)n1-c1ccccc1 (centres undefined)
→ -11	i	3
> Nc1nnn(CC(=O)N/N=C/c2ccccc2)n1
→ -19	i	1
> Cc1ccc(/C=C/c2nnc(-c3ccccc3)o2)cc1
→ -12	i	13
> Cc1nc(-c2ccc(Cl)cc2)sc1C1(C)CC(c2ccc(Cl)cc2)=NO1 (centres undefined)
→ -15	i	15
> COc1ccc([C@@H]2[C@@H]3C(=O)N(C(C)(C)C)C(=O)[C@@H]3[C@]3(Cc4ccc(Cl)cc4)C(=O)N(c4ccc(Br)cc4)C(=O)N23)cc1
→ -29	i	13
> COc1ccccc1-n1c(SCC(=O)Nc2cccc(C(=O)O)c2)nnc1-c1ccccc1C
→ -13	i	-8
> Cc1ccc(C(=O)N2CCCC(C(F)(F)F)C2)cc1S(=O)(=O)N1CCCCC1 (centres undefined)
→ -27	i	14

(cont.)
Sequence of screens: OX1R antag-1	CHT PAM	OX1R antag-2
> O=C(CSc1nnnn1-c1ccccc1F)NNC(=O)c1ccco1
→ 8	i	8
> CC(C)=CCN1CCN(Cc2ccc(C#CC(C)(C)O)cc2)CC1CCO (centres undefined)
→ -11	i	13
> O=C(Nc1ccc(Oc2ncnc3cc(Cl)ccc23)nc1)c1cccs1
→ 1	i	4
> O=C1COc2ccc(S(=O)(=O)CCC(=O)N3CCN(c4ccccc4)CC3)cc2N1
→ -18	i	8
> CCCNc1nc(-c2cc(C(=O)Nc3ccccc3)on2)cc(C(C)C)n1
→ -35	i	18
> COc1ccc(-c2c(-c3cc(OC)cc(OC)c3)n(C)c3ccc(-c4cnc(N)nc4)cc23)cc1
→ -33	·	10
> COc1ccccc1CN1C[C@@H]2C[C@@H](c3ccccc3OC)N3CCC[C@@]23C1=O
→ -31	i	6
> CCCCS(=O)(=O)N1CCCC(C(=O)Oc2ccccc2)C1 (centres undefined)
→ -12	i	3
> CN(C)/C=N/c1sc2c(c1C#N)CCCCC2
→ -9	i	15
> O=C(C1CC1)N1CCN(c2ccc([N+](=O)[O-])cc2-n2cccc2)CC1
→ -16	i	18
> CCSc1nncn1/N=C/c1ccc(OC)c(OC)c1
→ 4	i	12
> CC(C)C(c1nnnn1CC1CCCO1)N1CCN(C2CCCC2)CC1 (centres undefined)
→ -7	i	7
> c1ccc(CCc2nc(-c3ccccc3)no2)cc1
→ -20	i	20
> Cc1ccc(C(=O)Oc2cc(C)n(C)c(=O)c2)cc1
→ -4	i	11
> NC(=O)N1CC(O)CC1C(=O)Nc1ccc(Cl)c(Cl)c1 (centres undefined)
→ 2	i	1
> COC(=O)c1cc(OC)c(OC)cc1NC(=O)Cc1ccccc1[N+](=O)[O-]
→ -16	i	16
> C/C(=N\Nc1nc(C)cc(=O)[nH]1)C1CC1
→ 2	i	12
> CN(C)c1ccc(/C=N/n2c(-c3cccnc3)n[nH]c2=S)cc1
→ -4	i	14
> NC(=O)c1nsc(C(=O)N(CCCN2CCOCC2)C(C(=O)NC2CCCCC2)c2ccc(Cl)cc2)c1N (centres undefined)
→ -31	i	20
> O=C(CCN1C(=O)c2ccccc2S1(=O)=O)Nc1ccc2c(c1)OCCO2
→ -9	i	8
> O=C(CCC(=O)N1CCN(c2cccc(Cl)c2)CC1)N1CCN(c2ccccc2)CC1
→ -12	i	11
> C/C(=N\NC(=S)NC1CCCCC1)c1cccc(Br)c1
→ -18	i	20
> CCN(c1ccccc1)S(=O)(=O)c1ccc(C(=O)N2CCN(c3ccccc3)CC2)cc1
→ -11	·	10
> CC(=O)Nc1cccc(OCC(=O)Nc2ccccc2)c1
→ 4	i	-3
> CCOc1ccc(Nc2cc3n(c(=O)n2)CCc2cc(OC)c(OC)cc2-3)cc1
→ -36	i	17
> Cc1cc(C)c2c(CCl)cc(=O)oc2c1
→ -8	i	3
> Cc1ccc(/C=c2\sc3nc(-c4cccnc4)nn3c2=O)cc1
→ -2	i	18
> CCCc1cc(=O)[nH]c(SCc2ccc(Cl)cc2)n1
→ 1	i	9
> COC(=O)N/N=C/c1cc(N=Nc2ccccc2)ccc1O
→ 0	i	6
> Cc1ccc2nc(NNC(=O)c3ccc4c(c3)OCCO4)sc2c1
→ -13	i	14

Following part
canonical_smiles,OX1R antag-1,CHT PAM,OX1R antag-2
CC1(C)C(=O)Nc2ccccc2N1C(=O)COC(=O)C1CCCCC1,-27,i,20
COc1ccc(-c2ccnc(SCC(=O)Nc3ccccn3)n2)cc1,-9,i,53
CNC(=S)N/N=C/c1c(Cl)cccc1Cl,-17,i,21
CC(C)=CCc1cc(-c2oc3cc(O)cc(O)c3c(=O)c2O)ccc1O,10,i,10
Fc1ccc(C2=NOC(c3nnc(-c4ccccc4)o3)C2)cc1 (centres undefined),-15,i,24
Cc1cccc(N(CC(=O)NC(C)C)C(=O)CCC(=O)Nc2ccccn2)c1,-7,i,8
Cc1cc(C(=O)NC2Cc3ccccc3C2)c(C)o1,-11,i,13
COc1ccc(OC)c(Nc2nc(N)nc(CSc3nnc(N)s3)n2)c1,-6,i,5
CCOc1ccc(-c2nnc(SCc3nc4ccccc4[nH]3)n2N)cc1,-23,i,3
CCN(CC(=O)NC1CCS(=O)(=O)C1)S(=O)(=O)c1ccc2ccccc2c1 (centres undefined),-8,i,21
CCN(CC)S(=O)(=O)c1ccc(OC)c(NC(=O)c2cc(C)on2)c1,-17,i,20
CCc1cccc(CC)c1NC(=S)N(CCN(C)C)C(C)c1cccnc1 (centres undefined),3,i,13

Three compounds out of the list above, sorted by their value in OX1R antag-2, largest number first.
SMILES	OX1R antag-1	OX1R antag-2
COc1ccc(-c2ccnc(SCC(=O)Nc3ccccn3)n2)cc1	-9	53
Fc1ccc(C2=NOC(c3nnc(-c4ccccc4)o3)C2)cc1 (centres undefined)	-15	24
COc1ccc(OC)c(Nc2nc(N)nc(CSc3nnc(N)s3)n2)c1	-6	5

Following part:
canonical_smiles,OX1R antag-1,CHT PAM,OX1R antag-2
CCOC(=O)N1CCN(S(=O)(=O)c2cc3c(cc2C)NC(=O)CO3)CC1,-17,i,20
COc1ccc2oc(=O)c(-c3nc(C)cs3)cc2c1,-12,i,5
CC(=O)c1ccc(Nc2cc(C)nc3nc(C)nn23)cc1,-2,i,13
O=C(N/N=C/c1ccc([N+](=O)[O-])o1)c1cc(-c2ccncc2)nc2ccccc12,-30,i,32
CSc1ccc(/C=N/n2nnnc2N)cc1,-5,i,10
Cc1cccc(OCC(=O)NCC(=O)N/N=C/c2cc(Br)cc(Br)c2O)c1,-14,i,25
CCOC(=O)[C@@H]1[C@H]2COc3cc(OC)ccc3[C@@H]2N2C(=O)N(c3cccc(C)c3)C(=O)[C@@]12C,-11,i,44
COc1cc(OC)cc(-c2c(C#Cc3ccsc3)c3cc(-c4cnc(OC)nc4)ccc3n2C)c1,-16,·,1
COC(=O)c1cccc(N(CC(=O)NC2CCCC2)C(=O)CNC(=O)c2cccs2)c1,-20,i,6
COCCNC(=S)N/N=C/c1ccc(OCc2ccc(C(=O)OC)cc2)c(OC)c1,-1,i,2
Cc1csc(NC(=O)Cc2ccc(F)cc2)n1,7,i,4
CC(C)Oc1ccc(CNC(=O)C2CCCN(S(=O)(=O)N3CCOCC3)C2)cc1 (centres undefined),-20,i,-3

A draw from above in order of length of the SMILES, descending.
canonical_smiles,OX1R antag-1,CHT PAM,OX1R antag-2
CCOC(=O)[C@@H]1[C@H]2COc3cc(OC)ccc3[C@@H]2N2C(=O)N(c3cccc(C)c3)C(=O)[C@@]12C,-11,i,44
COc1cc(OC)cc(-c2c(C#Cc3ccsc3)c3cc(-c4cnc(OC)nc4)ccc3n2C)c1,-16,·,1
O=C(N/N=C/c1ccc([N+](=O)[O-])o1)c1cc(-c2ccncc2)nc2ccccc12,-30,i,32
COC(=O)c1cccc(N(CC(=O)NC2CCCC2)C(=O)CNC(=O)c2cccs2)c1,-20,i,6
CC(C)Oc1ccc(CNC(=O)C2CCCN(S(=O)(=O)N3CCOCC3)C2)cc1 (centres undefined),-20,i,-3
COCCNC(=S)N/N=C/c1ccc(OCc2ccc(C(=O)OC)cc2)c(OC)c1,-1,i,2
CCOC(=O)N1CCN(S(=O)(=O)c2cc3c(cc2C)NC(=O)CO3)CC1,-17,i,20
Cc1cccc(N(CC(=O)NC(C)C)C(=O)CCC(=O)Nc2ccccn2)c1,-7,i,8
CCN(CC)S(=O)(=O)c1ccc(OC)c(NC(=O)c2cc(C)on2)c1,-17,i,20
CCc1cccc(CC)c1NC(=S)N(CCN(C)C)C(C)c1cccnc1 (centres undefined),3,i,13
CC(=O)c1ccc(Nc2cc(C)nc3nc(C)nn23)cc1,-2,i,13
COc1ccc2oc(=O)c(-c3nc(C)cs3)cc2c1,-12,i,5
Cc1cc(C(=O)NC2Cc3ccccc3C2)c(C)o1,-11,i,13
Cc1csc(NC(=O)Cc2ccc(F)cc2)n1,7,i,4
CSc1ccc(/C=N/n2nnnc2N)cc1,-5,i,10

Carrying on:
canonical_smiles,OX1R antag-1,CHT PAM,OX1R antag-2
Cn1c(=O)c(C(=O)COC(=O)c2cc(C(F)(F)F)nc3c(C(F)(F)F)cccc23)c(N)n(CC2CC2)c1=O,-11,i,17
CCc1noc(C)c1C(=O)N1CCCC(C(=O)c2cc(F)ccc2F)C1 (centres undefined),-10,i,12
Brc1ccc(CSc2nnc(-c3cccnc3)o2)cc1,0,i,13
O=C(NC1CC2CCC(C1)N2Cc1ccccc1)c1cccc(F)c1 (centres undefined),-21,i,-4
CC1=C(C(=O)OC2CCCCC2)C(c2ccc(F)cc2)NC(=O)N1 (centres undefined),-36,i,4
Fc1ccc(C(c2nnnn2Cc2ccccc2)N2CCSCC2)cc1 (centres undefined),-27,i,10
CN(C(=O)COC(=O)CNC(=O)C1CCCCC1)c1ccccc1,-1,·,-2
CC(=O)N1N=C(c2ccc(C(C)(C)C)cc2)OC1(C)C,-18,i,14
O=C(CSc1ccc2nnc(-c3cccnc3)n2n1)NCc1ccco1,-8,i,6
COc1cccc(CNC(=O)c2nnn(CC(=O)Nc3cc(C)ccc3C)c2N)c1,-15,i,6
COCCNC(=O)c1cccc(C)c1[N+](=O)[O-],4,i,9
COc1ccc(C(=O)N/N=C(\CCC(=O)O)c2ccc(C(C)(C)C)cc2)cc1OC,-8,i,23

Continued:
canonical_smiles,OX1R antag-1,CHT PAM,OX1R antag-2
CC(C)(C)NC(=O)CSc1nc2[nH]ncc2c(=O)[nH]1,2,i,19
COc1cccc(-c2cc(C(=O)Nc3nc4ccccc4s3)c3ccccc3n2)c1,-14,i,5
Cc1cc(C)cc(OCc2nnc(SCC(=O)OC3CCCCC3)o2)c1,-1,i,-4
O=C(/C=C\Nc1ccccc1Br)c1ccc2c(c1)OCO2,-9,i,22
CC#CC(=O)N1CCC(CCC(=O)N(C)Cc2ccccc2)CC1,-17,i,8
O=C(Nc1nc(-c2cccs2)cs1)c1ccc(Cl)cc1,-20,i,50
O=C(Nc1ccccc1O)c1csc2c1CCCC2,-3,i,27
CC(C(=O)N1CCN(Cc2ccccc2)CC1)n1ncn2cccc2c1=O (centres undefined),-28,i,5
CCOc1ccc(NC(=O)NC2(C(=O)NCc3ccco3)CCCCC2)cc1,-14,i,7
CCn1c2ccccc2n2c(=O)c(=O)n(CC(=O)Nc3ccc(C(C)C)cc3)nc12,-8,i,7
CC(C)Nc1nc(SCC(=O)Nc2ccccc2)nc(N2CCOCC2)n1,-36,i,4
